Bioassay records from PubChem.
All columns: NCI-60 one-dose screen, growth in % after 48 h at 10 µM unless noted; 100 = growth as untreated, 0 = no growth, -100 = all killed.
HCT-15 – HCT-15 colon cancer; 82,000 compounds, 5.2% hits
HT29 – HT29 colon cancer; 81,000 compounds, 7.4% hits; AID 1794748
NCI-H23 – NCI-H23 lung cancer; AID 1794731; 80,000 compounds, 4% hits
NCI-H322M – NCI-H322M lung cancer; 80,000 compounds, 2.7% hits
COLO 205 – COLO 205 colon cancer | 79,000 compounds, 7.3% hits | AID 1794742
NCI-H522 – NCI-H522 lung cancer. 78,000 compounds, 8% hits
SW-620 – SW-620 colon cancer | AID 1794795 | 82,000 compounds, 5.2% hits
NCI-H226 – NCI-H226 lung cancer; 79,000 compounds, 3.5% hits; AID 1794732
NCI-H460 – NCI-H460 lung cancer | 82,000 compounds, 6.8% hits | AID 1794736
Starred values were filed as active, the others as inactive; nt = not tested or not shown. How the source made its calls: active means growth percent below 10; inactive means the rest.

mol	HCT-15	HT29	NCI-H23	NCI-H322M	COLO 205	NCI-H522	SW-620	NCI-H226	NCI-H460
CC(=O)OCCn1c([N+](=O)[O-])cnc1/C=[N+](\[O-])C1CCCCC1	102.7	89.9	101.6	107.6	108.3	87.9	100.0	95.7	102.1
O=C(NCCc1c[nH]c2ccccc12)c1ccc(NS(=O)(=O)c2ccc3c(c2)OCCCO3)cc1	95.0	116.5	80.3	96.7	100.1	71.1	104.3	57.8	105.9
CCCCC(=O)Nc1ncc(Cc2ccccc2Cl)s1	24.8	11.0	69.4	86.8	37.0	19.9	24.5	63.4	51.0
O=C(NNC(=O)c1cccc2ccccc12)c1cccc(Br)c1	97.8	103.8	113.3	123.8	112.1	nt	108.6	108.6	108.7
Cc1nnc(NC(=O)c2ccccc2O)nc1C	104.4	103.0	103.4	107.9	106.7	102.2	100.6	101.0	101.5
CN(C)CC(=O)C(C#N)c1ccccc1 (stereo unspecified)	102.6	84.0	99.6	84.2	104.8	66.0	105.5	97.5	105.9
COc1ccc2[nH]c(=O)c3c(c2c1)OC(N)=C(C#N)C31C(=O)c2cccc3cccc1c23 (stereo unspecified)	107.5	105.5	103.2	94.0	100.0	75.2	99.5	101.2	106.7
COc1ccc(/C=N/NC(=O)c2c(N)nn(C)c2Nc2ccccc2)cc1OC	103.5	101.3	101.5	95.0	109.3	92.4	99.7	95.0	107.9
CCOC(=O)CNS(=O)(=O)c1ccc(Oc2ccc(S(=O)(=O)NCC(=O)OCC)cc2)cc1	103.1	100.3	91.3	103.2	112.2	94.0	98.4	105.1	100.2
Cc1cc2nc3c4cccc(O)c4n(CCN(C)C)c3nc2cc1C	21.6	31.1	32.3	38.0	59.7	31.0	20.6	37.0	9.1*
COc1ccc(-c2nn(-c3ccccc3)cc2C2SCC(=O)N2c2cccc(F)c2)cc1OC (stereo unspecified)	100.9	110.9	97.1	109.5	113.5	94.0	114.4	101.1	107.6
O=C(NCn1c(=O)[nH]c2ccccc2c1=O)Nc1ccc([N+](=O)[O-])cc1	90.4	102.1	91.8	92.7	111.3	82.8	107.6	85.9	112.6
O=S=C1C(=O)Nc2cc(Br)ccc21	97.9	104.9	87.6	97.2	102.3	95.2	91.5	80.5	96.7
COc1ccc(-c2n[nH]c(=O)c3nc(NC(=S)Nc4ccc(Oc5ccccc5)cc4)sc23)cc1	103.2	87.6	99.7	101.3	112.7	68.9	96.8	95.5	101.2
O=C(Nc1ccc(Cl)cc1)c1cc(-c2ccc(Cl)cc2)c2sc(=O)[nH]c2n1	7.9*	-24.0*	2.3*	6.2*	-52.1*	-26.3*	8.1*	0.8*	-5.1*
CCOc1cccc2c(NC(C)CCCN(CC)CC)c(C)cnc12 (stereo unspecified)	99.1	85.1	109.9	91.8	77.1	94.7	96.6	103.0	110.4
O=S(=O)(O)Cc1c(O)ccc2ccccc12	106.9	105.4	95.4	126.5	102.3	98.7	103.2	97.5	114.5
C(=C\c1nc2ccccc2s1)/c1ccc(N2CCOCC2)s1	48.3	45.1	78.0	79.7	94.8	64.2	101.3	89.4	80.7
COC(=O)C1=Nc2ccc(F)cc2/C1=C\c1sc(=O)[nH]c1S	98.6	83.9	nt	100.4	103.5	76.2	98.7	82.6	106.2
N#Cc1c(-c2ccc(F)cc2)cc(-c2cccc(OCC(=O)O)c2)[nH]c1=O	102.9	111.3	103.6	99.9	117.1	103.1	nt	98.6	110.4
CCOC(=O)c1c[nH]c2cc(Cl)ccc2c1=O	94.4	111.6	98.2	108.2	109.5	97.0	96.5	98.1	102.9
O=C(O)CCc1ccc2cc(O)ccc2c1	104.3	106.1	106.0	105.7	108.7	94.3	102.7	103.1	110.0
CCOC(=O)C(C)SC1=C(C)C(=O)C(OC)=C(OC)C1=O (stereo unspecified)	98.8	113.6	104.0	97.1	105.0	90.4	96.6	101.1	105.8
O=c1[nH]c2c3cccnc3cc(-c3cccc(Cl)c3)c2c2ncccc12	80.6	82.9	84.1	109.1	84.2	83.4	91.3	82.4	91.5
CC(C)CNCC(O)COc1ccc(C(C)(C)c2ccc(OCC(O)CNCC(C)C)cc2)cc1 (stereo unspecified)	20.1	-8.7*	84.4	81.3	-65.8*	26.4	1.1*	88.2	-22.2*

7 records drawn at random from the list so far:
mol	HCT-15	HT29	NCI-H23	NCI-H322M	COLO 205	NCI-H522	SW-620	NCI-H226	NCI-H460
CCOC(=O)CNS(=O)(=O)c1ccc(Oc2ccc(S(=O)(=O)NCC(=O)OCC)cc2)cc1	103.1	100.3	91.3	103.2	112.2	94.0	98.4	105.1	100.2
COC(=O)C1=Nc2ccc(F)cc2/C1=C\c1sc(=O)[nH]c1S	98.6	83.9	nt	100.4	103.5	76.2	98.7	82.6	106.2
O=C(O)CCc1ccc2cc(O)ccc2c1	104.3	106.1	106.0	105.7	108.7	94.3	102.7	103.1	110.0
CCOc1cccc2c(NC(C)CCCN(CC)CC)c(C)cnc12 (stereo unspecified)	99.1	85.1	109.9	91.8	77.1	94.7	96.6	103.0	110.4
COc1ccc(/C=N/NC(=O)c2c(N)nn(C)c2Nc2ccccc2)cc1OC	103.5	101.3	101.5	95.0	109.3	92.4	99.7	95.0	107.9
CC(C)CNCC(O)COc1ccc(C(C)(C)c2ccc(OCC(O)CNCC(C)C)cc2)cc1 (stereo unspecified)	20.1	-8.7*	84.4	81.3	-65.8*	26.4	1.1*	88.2	-22.2*
CN(C)CC(=O)C(C#N)c1ccccc1 (stereo unspecified)	102.6	84.0	99.6	84.2	104.8	66.0	105.5	97.5	105.9

The list continues:
mol	HCT-15	HT29	NCI-H23	NCI-H322M	COLO 205	NCI-H522	SW-620	NCI-H226	NCI-H460
C=CCN1C(=O)c2cccc3c(NCCO)ccc(c23)C1=O	102.9	112.6	95.3	99.6	105.3	104.7	104.3	99.9	101.2
CCOc1ccc(NC(=S)NC2CCCCCCCCCCC2)cc1	91.1	75.0	88.1	96.2	83.2	78.4	102.0	91.6	85.2
CCOC(=O)c1c[nH]c(/C=N/O)c1C	97.6	109.0	101.4	nt	110.4	103.4	113.1	105.8	106.1
CC(=O)NC(C)(C)CC(C)(C)C	109.4	110.2	113.3	106.8	116.8	101.2	106.1	110.7	111.7
CC(N=C1Nc2ccc(Br)cc2S(=O)(=O)N1)c1ccccc1 (stereo unspecified)	95.5	113.3	95.4	97.1	113.3	99.7	103.5	98.7	104.3
O=C1CC(c2ccccc2)C(=O)N2C(=O)CC(c3ccccc3)C(=O)N12 (stereo unspecified)	115.4	93.4	107.4	106.8	114.6	102.0	96.7	90.1	103.8
Nc1ccc2c(=O)[nH][nH]c2c1	106.6	102.2	89.3	96.1	107.0	128.9	105.2	89.8	108.9
CCOC(=O)Oc1c(Cl)c(Cl)c(Cl)c(Cl)c1Cl	101.2	99.2	96.7	108.4	101.2	85.9	108.1	91.9	109.7
COc1cccc2c1Cc1ccccc1-2	114.3	100.0	94.9	114.4	108.5	103.3	nt	94.4	109.6
COc1ccc2nc(-c3ccc(Cl)cc3)cc(C(=O)N3N=C(c4ccc(N)cc4)CC3c3ccccc3)c2c1 (stereo unspecified)	26.7	19.6	62.0	54.0	42.3	34.7	36.0	63.8	25.5
COc1cccc(Nc2nc(SC)nc(-c3cccc(N)c3)c2C#N)c1	94.6	110.0	92.6	96.2	112.1	83.3	102.3	97.7	100.5
O=S(=O)(O)c1ccc(O)c2ncccc12	107.5	111.1	99.1	104.4	104.8	104.9	100.2	95.7	103.9
COc1ccc(-c2nc(C#N)c(N3CCC(S(=O)(=O)N4CCOCC4)CC3)o2)cc1	105.0	101.1	94.5	97.2	111.4	89.5	95.7	93.9	102.6
Cc1ccc(Cl)c(NS(=O)(=O)c2ccc(-c3cnc(C4CC4)o3)cc2)c1	16.9	3.9*	36.2	44.4	-0.4*	3.8*	18.6	33.8	14.3
CCOC(=O)c1cn2c3c(cc(C)cc3c1=O)C(=O)/C(=C/c1cccc(Cl)c1Cl)C2	106.0	95.0	104.3	107.3	100.6	79.9	94.8	106.4	102.7
N#C/C(=C\c1ccc(F)cc1)c1cc2ccccc2[nH]1	89.5	100.3	97.3	94.9	97.7	75.7	96.3	92.7	95.2
C=CCNc1ccc2c3c(cccc13)C(=O)N(c1cccc(-c3nn(-c4ccccc4)cc3-c3nc4ccccc4s3)c1)C2=O	102.6	118.7	92.7	101.4	117.2	104.5	103.6	85.0	116.8
CC(C)C1C2=C(NCCN1C(=O)Cc1ccccc1)C(C)(C)N(Cc1ccccc1)C2=O (stereo unspecified)	95.4	109.2	97.4	99.2	100.5	93.6	92.5	104.4	104.2
C=C(C)[C@@H]1CC[C@]2(C)[C@H](C(=O)C=C3[C@@H]4C[C@](C)(C(=O)OC)CC[C@]4(C)CC[C@]32C)[C@@]1(C)CC/C(N)=N/O	69.1	83.3	90.3	99.2	109.8	90.8	102.9	95.3	104.0
C=CCn1c(-c2ccc(/C=C/c3ccc(-c4nc5ccccc5[nH]4)cc3)cc2)nc2ccccc21	66.6	95.6	90.6	105.2	98.6	89.7	104.6	93.0	97.7
O=C(N[C@@H](CO)[C@H](O)c1ccc([N+](=O)[O-])cc1)C(Cl)Cl	96.7	92.3	96.2	93.0	107.6	96.5	105.0	88.4	105.0
O=C(NCn1c(=O)[nH]c2ccccc2c1=O)Nc1ccc(O)cc1	99.7	104.9	99.8	99.3	115.7	98.4	112.2	95.4	131.6
Cc1ccc(C2=NN(c3ccc(S(N)(=O)=O)cc3)C(c3cn(-c4ccccc4)nc3-c3ccccc3)C2)cc1 (stereo unspecified)	74.3	46.3	93.8	101.2	101.2	75.2	86.5	97.8	38.9
CCOc1ccc(C(=O)NC(=S)Nc2ccc(C(=O)NO)cc2)cc1	97.9	116.5	103.4	103.5	116.3	103.9	103.3	91.9	107.6
CC(C)CC(Nc1nc(-c2ccccc2)cs1)c1cn(C)c2ccccc12 (stereo unspecified)	82.9	69.5	83.7	93.2	101.3	74.4	88.7	85.9	89.9
O=[N+]([O-])c1ccc(/C=C/c2nc3ccccc3n3c(=S)[nH]nc23)cc1	82.1	93.4	nt	84.1	104.4	63.6	87.3	65.3	78.0
Cc1cccc[n+]1CCC[n+]1ccccc1C	96.7	94.1	99.8	108.7	91.1	88.1	107.4	98.4	105.9
O=C1C=Cc2ccccc2/C1=C/c1[nH]c(=O)[nH]c1O	59.7	37.7	51.7	57.8	34.3	-17.7*	22.0	45.2	84.8
COc1ccc(NC(=O)Cn2cc(CN3C(=O)c4ccc([N+](=O)[O-])cc4C3=O)nn2)cc1	98.2	109.3	99.7	106.0	121.7	99.9	97.5	96.4	105.5
CC(C(=O)O)N1C2=NC(=O)C(C#N)C(c3ccc(Cl)cc3)N2NC1(C)c1ccccc1O (stereo unspecified)	33.0	49.2	49.0	57.0	29.0	46.7	51.6	59.4	29.4
O=C(c1nc2ccccc2[nH]1)C1C(c2cccc(F)c2)C2CC3CCCCC3N2[C@@]12C(=O)Nc1cc(Cl)ccc12 (stereo partly specified)	23.6	22.9	51.9	64.5	35.7	54.2	39.3	nt	20.9
CCOC(=O)C(N=Nc1ccccc1)C(C)=O (stereo unspecified)	107.9	100.5	101.1	101.0	120.7	103.3	107.6	101.3	111.1
Cc1ccccc1C(CC(=O)c1ccccc1)c1ccccc1 (stereo unspecified)	96.6	79.5	96.3	115.3	108.6	nt	97.0	91.1	94.2
COC(=O)C1=C(C(=O)c2ccco2)C(c2cc(OC)c(OC)c(OC)c2)C(C#N)=C(N)O1 (stereo unspecified)	104.4	103.7	101.2	95.8	115.7	95.3	109.6	101.8	107.4
COc1cc(/C=C/C(=O)Nc2cccnc2Nc2cc(OC)c(OC)c(OC)c2)cc(OC)c1OC	97.3	94.3	93.0	114.7	112.7	87.6	99.1	93.1	95.4
CCCS(=O)(=O)Oc1ccc(C(=O)CC2(O)C(=O)Nc3ccccc32)cc1 (stereo unspecified)	103.8	113.5	96.1	98.7	93.7	100.2	96.5	93.8	103.2
O=C(c1ccc(Cc2n[nH]c(=O)c3cccnc23)cc1)N1CCN(c2ccc(Cl)cc2)CC1	103.6	92.7	82.4	nt	109.9	74.3	94.6	68.3	91.2
CC1(CN2CCCC2)CCC(NC(=O)C(c2ccccc2)c2ccccc2)C(C)(C)O1 (stereo unspecified)	96.7	100.6	101.7	103.5	103.1	99.9	96.1	90.5	105.3
Cc1cc(=O)n(C(=S)Nc2ccc(Cl)cc2)c2cc(O)ccc12	104.9	103.6	85.6	97.7	102.9	94.9	110.1	80.5	110.0
Cc1ccc(S(=O)(=O)OC[C@@]2(C)CC[C@]3(C)CC[C@]4(C)C(=CC[C@@H]5[C@@]6(C)CCCNC(C)(C)[C@@H]6CC[C@]54C)[C@@H]3C2)cc1	-89.7*	-88.2*	-64.5*	-87.4*	-82.6*	-81.5*	-81.9*	19.7	-74.6*
OCCCOc1ccccc1	100.1	97.7	103.8	97.5	112.1	98.7	104.4	108.2	101.0
O=C1Nc2ccccc2/C1=C/c1cccs1	78.8	109.8	92.5	84.6	107.1	95.2	98.3	nt	92.5
O=C1OCC2=C1C(c1cccc(C(F)(F)F)c1)c1cc3c(cc1N2CCO)OCO3 (stereo unspecified)	25.2	6.7*	29.5	42.4	-2.4*	16.1	23.3	66.0	13.0
COc1ccc([N+](=O)[O-])cc1NS(=O)(=O)c1ccc(C)cc1	95.3	101.4	101.1	111.3	115.2	96.6	97.0	100.0	101.5
